MCF10A rerep: induces DNA re-replication in MCF 10a normal breast cells. MCF 10A DNA re-replication, Hoechst nuclear intensity, 48 h. Potency, µM (series often up to 46.1 µM), without a hit: at the top dose activity, positive = re-replication, usual class: activators. hit rate 2.9% among 350,000; note: potency is the fitted concentration of half-maximal effect; % of control where 0% means no effect; nearly all actives have a fitted effect of over 50% in size
Nrf2 inh: blocks Nrf2 signaling; A549 ARE-Fluc reporter, luciferase luminescence, 18-24 h; Potency, µM (titrated, usually from 46 µM), for the others: at the top dose activity change, negative = inhibition, most hits filed as inhibitors; hit rate 2.1% among 360,000; AID 504444; note: potency is the fitted concentration of half-maximal effect; % is set by controls: 0 for no effect and ±100 for the full control effect; nearly all actives have a fitted effect of over 60% in size
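Concentration-response testing used A549 ARE_Fluc cells at 5000 cells/well. Following an 18-24 h compound incubation, viability was read by fluorescence (Ex 405/Em 525) and luciferase output by luminescence.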
IL1B secr inh: inhibitors of inflammasome signaling (IL-1 beta secretion); THP-1 LPS/ATP IL-1B secretion, AlphaLISA, 16 h; stronger effect = lower value; activity change, % at 57.5 µM; hit rate 4.7% among 360,000; in the data active = activity change below about -50%; inconclusive = mostly about -30% to -49%; note: % is set by controls: 0 for no effect and ±100 for the full control effect
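THP-1 cells pretreated 1 hr with compounds (up to 57.5 uM final), then stimulated with LPS (250 ng/mL final) plus ATP (1.25 mM final); secreted IL-1B measured by AlphaLISA after 16 hr, decreased signal indicating inhibition.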
Nrf2 activator: activators of Nrf2 (ARE) signaling | AID 624171 | Potency, µM (highest dose often 46.1 µM), for the others: top-dose activation, most hits filed as activators | hit rate 0.31% among 410,000 | AREc32 ARE-luciferase reporter (MCF7-derived line), luminescence, 24 h; note: potency is the fitted concentration of half-maximal effect; % of control where 0% means no effect; nearly all actives have a fitted effect of over 65% in size
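Each well held 1000 AREc32 cells, which were incubated with compound for 24 hr at 37 deg C after overnight attachment, and ARE reporter activity was quantified by firefly luciferase luminescence.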
A549 tox: A549 cytotoxicity, counter-screen for Nrf2 inhibitors | A549 ARE-Fluc cells, CellTiter-Fluor viability, 18-24 h | hit rate 0.16% among 390,000 | Potency, µM (titrated, usually from 46 µM), inactives show top-dose activity change, negative = cytotoxicity, hits mostly inhibitors; note: potency is the fitted concentration of half-maximal effect; % is set by controls: 0 for no effect and ±100 for the full control effect
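Cytotoxicity counterscreen: CellTiter-Fluor fluorescence was measured in A549 ARE_Fluc cells after 18-24 h of compound exposure in a concentration series. The subsequent BugLite luminescent read reports ARE-luciferase activity.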
S2 tox: cell viability loss in ATXN counter-screen. S2 cells (HEK-293 line with an ATXN2-luciferase reporter) viability, CellTiter-Fluor protease fluorescence, 24 h. Potency, µM (highest dose often 56.7 µM), hits mostly cytotoxic. hit rate 0.49% among 400,000. AID 651635; note: potency is the fitted concentration of half-maximal effect; nearly all actives have a fitted effect of over 40% in size
HepG2 tox: kills HepG2 cells in TGF-b inhibitor counter-screen | Potency, µM (series often up to 46.1 µM), for the others: at the top dose activity change, negative = cytotoxicity, most hits filed as cytotoxic | hit rate 0.76% among 410,000 | AID 588856 | HepG2 CAGA-GFP viability, ATP luminescence, 18 h; note: potency is the fitted concentration of half-maximal effect; some results filed as inactive show a strong effect at the top dose
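HepG2 CAGA-GFP cells (1000/well, DMEM with 1% FBS) received compound, then TGF-beta at 500 pg/mL final, and were incubated 18 hours at 37 degrees C. Viability was read by CellTiter-Glo luminescence. Media-only wells were set as complete cell-killing and DMSO as no toxicity.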
ATXN2 expr inh: inhibitors of ATXN2 expression; HEK-293 ATXN2-luciferase reporter, luminescence, 24 h; Potency, µM (series often up to 57 µM), inactives show top-dose activity change, negative = inhibition, usual class: inhibitors; hit rate 0.72% among 360,000; AID 1745845; note: potency is the fitted concentration of half-maximal effect; % is set by controls: 0 for no effect and ±100 for the full control effect; nearly all actives have a fitted effect of over 55% in size
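qHTS (up to 57 uM final) was run with 24 h compound exposure of reporter cells at 37 °C. Each well was multiplexed: SteadyGlo luminescence measured ATXN2-luciferase expression after a fluorogenic Gly-Phe-AFC viability readout (25 uM final).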
TGFb inhibitor: blocks TGF-b signaling | HepG2 CAGA-GFP TGF-b/SMAD3 reporter, GFP fluorescence, 18 h; TGF-beta stimulated, 500 pg/mL final | Potency, µM (series often up to 46.1 µM), inactives show at the top dose activity, negative = inhibition, actives largely listed as inhibitors | hit rate 1.2% among 410,000; note: potency is the fitted concentration of half-maximal effect; % is set by controls: 0 for no effect and ±100 for the full control effect; nearly all actives have a fitted effect of over 65% in size
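HEPG2 CAGA-GFP, 1000 cells/well; 2 h settle, 37 C; cpd via pin tool; TGF-b 500 pg/mL final; 18 h, 37 C; GFP imaging ex488/em500-530; %Activity normalised to -TGF-b and +DMSO controls; CRC fit, curve class.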
An asterisk follows results filed as active; i = inactive; ? = inconclusive; / = no result given; & = joins results of further samples; [ ] = dose if it differs, or a comment. Unless noted, calls come from the whole dose curve; as a rule, active = well fitted curve in the direction sought with a large enough effect; inconclusive = small, poorly fitted or top-dose-only effect, or another doubt; inactive = no such curve, though single readings can be large; an effect the other way counts as inactive or inconclusive.

SMILES	MCF10A rerep	Nrf2 inh	IL1B secr inh	Nrf2 activator	A549 tox	S2 tox	HepG2 tox	ATXN2 expr inh	TGFb inhibitor
CC(=O)Nc1ccc(NC(=O)c2ccccc2S(=O)(=O)c2ccccc2[N+](=O)[O-])cc1	8%	-14%	24	11%	-3%	i	30%	0%	?
O=C1CSC(=S)N1Cc1cccs1	?	9%	-8	20%	-2%	i	-25%	-13%	?
Cc1ccc(OCc2nnc(SC(C)C(=O)O)n2Cc2ccccc2)cc1 (stereo unspecified)	-35%[inhibitor]	-4%	6	-0.4%	-4%	i	-3%	-6%	-2%
CCOC(=O)[C@]12CCCC=C1N(Cc1ccc(Cl)cc1Cl)C(=O)[C@H](CC(=O)N1CCN(C(=O)C3CC3)CC1)C2	/	/	0	-0.6%	/	i	/	-8%	/
COC(=O)c1scc(-c2ccc(C)cc2)c1S(=O)(=O)Nc1ccc(NC(C)=O)cc1	/	-12%	/	18%	-8%	i	-24%	-16%	?
COc1ccc(CNC(=O)CSc2nnc(NC(=O)C3CC3)s2)cc1	2%	?	23	-0.1%	0%	i	-34%	1%	5%
COC(=O)C(C)Sc1nc2c([nH]c3ccccc32)c(=O)n1-c1ccc(OC)cc1 (stereo unspecified)	/	/	/	-0.9%	-1%	i	-5%	8%	1%
O=C(NCc1ccccc1Cl)C1CCN(S(=O)(=O)c2ccc3c(c2)CCCN3C(=O)C2CCC2)CC1	/	/	/	3.0%	-8%	?	-24%	-19%	-24%
COc1ccc(CO[C@@H]2O[C@H](CO)[C@@H](O)[C@H](O)[C@H]2NC(C)=O)cc1OC	0%	-2%	42	0.1%	9%	i	1%	/	2%
CN(CC1CCCO1)S(=O)(=O)c1ccc(C(=O)Nc2ccc([N+](=O)[O-])cc2)cc1 (stereo unspecified)	9%	?	-16	1.6%	-2%	i	-25%	-26%	-27%
O=C(Nc1cc(F)ccc1F)C1COc2ccccc2C1 (stereo unspecified)	/	/	/	-0.5%	5%	i	-4%	3%	20%
CCn1cc(/C=C(\NC(=O)c2ccccc2OC)C(=O)NCCCn2ccnc2)c2ccccc21	2%	-4%	-9	1.2%	-4%	i	-5%	4%	1%
Cn1c(COc2ccccc2)nnc1SCC(=O)Nc1ccc(N2CCOCC2)cc1	-1%	3%	0	0.1%	0%	?	-11%	-14%	14%
CCOc1ccc(CCNC(=O)CSc2cc(=O)n(C)c3cc(Cl)ccc23)cc1OCC	-1%	-2%&10%	43	-0.5%&-0.1%	1%&-4%	i	-27%&27%	-6%&8%	-8%&17%
COc1ccc(C=NN=C2c3ccccc3-c3ccccc32)cc1O	?	5%	-19	10%	-9%	i	-30%	-22%	?
O=c1c2ccccc2nc2ccccn12	10%	?	-2	4.4%	4%	/	5%	15%	2%
COc1cccc(OCC(=O)NNC(=S)Nc2ccc(Cl)cc2Cl)c1	-3%	-9%	12	-0.2%	0%	i	-5%	7%[11.3 µM]	-12%
Cc1ccsc1C(=O)OCC(=O)NCCc1ccccc1	6%	?	-20	0.2%	3%	?	-2%	46%[activator]	-1%
Cc1cccc(CSCCNC(=O)CCSc2ccccc2)c1	7%	0%	13	5.8%	1%	i	-39%	/	3%
Cc1cc(O)c(C2(O)C(=O)Nc3ccccc32)cc1C (stereo unspecified)	3%	18%	25	0.0%	7%	i	-27%	4%	-4%
CCOC(=O)c1ccccc1NC1c2ccccc2C(=O)N1c1cc(C)ccn1 (stereo unspecified)	?	-29%	2	5.0%	-16%	i	-16%	-32%	-13%
O=C(NCc1cccnc1)c1ccc(Br)o1	-2%	-3%	8	-0.3%	1%	i	6%	7%	-22%
C[C@H](CO)N1C[C@H](C)[C@H](CN(C)S(=O)(=O)c2ccccc2)OCc2cnnn2CCCC1=O	/	/	1	0.2%	/	i	0%	4%	14%
CCN(c1ccccc1)S(=O)(=O)c1ccc(Cl)c(C(=O)N2CCCC2)c1	-5%	3%	32	-0.1%	5%	/	1%	/	-4%
C[C@H](NC(=O)c1ncn2c1C(=O)N[C@@H](C)C2)C(=O)OC(C)(C)C	/	/	-15	-1.2%	/	i	-2%	-4%	-6%

In the list so far, these contain a nitro group on carbon.
SMILES	MCF10A rerep	Nrf2 inh	IL1B secr inh	Nrf2 activator	A549 tox	S2 tox	HepG2 tox	ATXN2 expr inh	TGFb inhibitor
CC(=O)Nc1ccc(NC(=O)c2ccccc2S(=O)(=O)c2ccccc2[N+](=O)[O-])cc1	8%	-14%	24	11%	-3%	i	30%	0%	?
CN(CC1CCCO1)S(=O)(=O)c1ccc(C(=O)Nc2ccc([N+](=O)[O-])cc2)cc1 (stereo unspecified)	9%	?	-16	1.6%	-2%	i	-25%	-26%	-27%

A stretch from further up, as a working copy:
SMILES	MCF10A rerep	Nrf2 inh	IL1B secr inh	Nrf2 activator	A549 tox	S2 tox	HepG2 tox	ATXN2 expr inh	TGFb inhibitor
O=c1c2ccccc2nc2ccccn12	10%	?	-2	4.4%	4%	/	5%	15%	2%
COc1cccc(OCC(=O)NNC(=S)Nc2ccc(Cl)cc2Cl)c1	-3%	-9%	12	-0.2%	0%	i	-5%	7%[11.3 µM]	-12%
Cc1ccsc1C(=O)OCC(=O)NCCc1ccccc1	6%	?	-20	0.2%	3%	?	-2%	46%[activator]	-1%
Cc1cccc(CSCCNC(=O)CCSc2ccccc2)c1	7%	0%	13	5.8%	1%	i	-39%	/	3%
Cc1cc(O)c(C2(O)C(=O)Nc3ccccc32)cc1C (stereo unspecified)	3%	18%	25	0.0%	7%	i	-27%	4%	-4%
CCOC(=O)c1ccccc1NC1c2ccccc2C(=O)N1c1cc(C)ccn1 (stereo unspecified)	?	-29%	2	5.0%	-16%	i	-16%	-32%	-13%
O=C(NCc1cccnc1)c1ccc(Br)o1	-2%	-3%	8	-0.3%	1%	i	6%	7%	-22%

Additional structures
SMILES	MCF10A rerep	Nrf2 inh	IL1B secr inh	Nrf2 activator	A549 tox	S2 tox	HepG2 tox	ATXN2 expr inh	TGFb inhibitor
CCOc1ccc(S(=O)(=O)N2CCC(C(=O)NCc3cccnc3)CC2)cc1C	-6%	0%	1	0.8%	0%	i	6%	7%	?
O=[N+]([O-])c1ccc(/C=N/Nc2nc(-c3ccccc3)c3cc(Br)ccc3n2)o1	2%	0%	-22	0.0%	-3%	i	1%	-20%	23%
O=C(CCCN1C(=O)c2ccccc2C1=O)N1CCC(c2ccccc2)C1 (stereo unspecified)	4%	4%	-6	-0.6%	-3%	/	-17%	/	-7%
O=C(COc1ccccc1)N(Cc1nnc(-c2ccccc2Cl)o1)C1CC1	3%	-3%	-6	0.2%	-7%	i	-10%	9%	-7%
COc1ccc(Cn2c(C(=O)O)c(CNCc3ccccc3F)c3ccc(OC)cc32)cc1	/	-25%	/	10%	?	/	-47%	/	/
COc1ccc(C2N=C(Nc3ccc(C)cc3)Nc3nc(C)cc(=O)n32)cc1 (stereo unspecified)	9%	2%	-1	0.2%	8%	i	-12%	30%	3%
COc1ccccc1N(C)S(=O)(=O)c1ccc(C)c(C(=O)Nc2nccs2)c1	2%	-8%	-11	0.0%	-7%	i	2%	-2%	?
Cc1cc(C)cc(C(=O)NCC(=O)OCC(=O)c2cc(C)n(CC(F)(F)F)c2C)c1	-2%	-3%	18	0.1%	4%	i	-1%	0%	16%
CCOC(=O)Cn1c2c(c(=N)c3ccccc31)CCC2	-1%	-6%	16	-0.5%	-6%	i	2%	-4%	?
CCN(CC)S(=O)(=O)c1ccc(NC(=O)COC(=O)CN2C(=O)c3ccccc3C2=O)cc1	15%	2%	5	-0.1%	2%	i	-5%	-5%	-7%
Cc1cc(C2C(C#N)=C(N)Oc3n[nH]c(C)c32)c(C)s1 (stereo unspecified)	?	-3%	?	5.0%	-7%	i	-17%	-4%	?
Nc1c(Cl)ncnc1NCc1cccnc1	5%	5%	36	-0.8%	4%	i	-12%	-26%	-20%
O=C(NC(=S)NCCCN1CCOCC1)c1ccc([N+](=O)[O-])cc1	-9%	-7%	46	-0.5%	0%	i	-11%	13%	-11%
Cc1ccc(-n2c(-c3ccco3)n[nH]c2=S)cc1	-28%	3%	42	-0.7%	2%	i	-2%	-1%	-15%
CC1=CC(C)(C)N(C(=O)CNC2CCCCC2)c2cc(C)ccc21	19%	11%	-21	3.0%	1%	?	-30%	?	?
CC(C)(C)OC(=O)N1CCN(C(=O)c2[nH]cnc2C(=O)Nc2ccc(Cl)cc2)CC1	12%	?	-52*	-1.0%	-6%	i	-1%	-33%	0%
Cc1noc(C)c1NC(=O)Nc1ccc2c(c1)C(=O)N([C@H](C)CO)C[C@H](C)[C@@H](CN(C)S(=O)(=O)c1ccc(F)cc1)O2	7%	0%	0	3.5%	-7%	i	12%	4%	2%
COc1ccc2c(c1)Cc1cc(NC(=O)c3ccccc3-c3ccccc3C(=O)O)ccc1-2	/	/	-11	-0.7%	/	i	-19%	/	-20%
Cc1nc2cc(-c3cccs3)[nH]n2c(=O)c1C	5%	10%	-24	6.5%	-4%	i	-23%	18%	-7%
CN(C)c1nc(Nc2ccc(Cl)cc2)nc(OCC#N)n1	2%	?	-12	5.7%	-7%	i	-14%	-16%	-7%
Cc1cc(C)c(C(=O)COC(=O)Cn2c(C)csc2=O)cc1C	1%	19%	?	-0.1%	-4%	?	25%	24%	0%
OC[C@H]1O[C@@H](n2cnc3c(NC4CCCC4)nc(Cl)nc32)[C@H](O)[C@@H]1O	-9%	-15%	1	0.3%	0%	i	-3%	10%	5%
F[B-](F)(F)c1cc2cc(Br)ccc2s1	-5%	?	-62*	5.9%	-6%	i	-41%	-16%	2%
CC1CCN(S(=O)(=O)c2ccc3c(c2)C(Cl)(Cl)C(=O)N3)CC1	/	/	-28	?	/	?	-56%	/	?
CCCc1cc(=O)[nH]c(Nc2cc(Cl)cc(Cl)c2)n1	/	?	/	5.7%	?	?	-65%	?	?
CCC(=O)Nc1ccc(Oc2ccc3c(c2)C(=O)NC3=O)cc1	2%	-3%	-12	0.4%	2%	i	5%	-6%	1%

Screening data as filed in PubChem BioAssay.
